EWS-Fli inh: EWS/Fli-driven NR0B1 reporter inhibitors, primary screen, A673 cells, NR0B1 luciferase, luminescence, MLPCN library; viability-normalised; inhibition, % at 12.6 µM; 350,000 compounds, 0.67% hits; AID 651661, 2012;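 active = mean inhibition of at least 50% after viability correction, with every replicate also passing that limit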;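 also: firefly luciferase signal divided by Alamar Blue viability fluorescence both relative to DMSO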
PAX8 reporter: inhibitors of PAX8-driven TPO luciferase reporter, primary screen, RMG-I cells, single concentration | SteadyGlo, 24 h | inhibition, % at 12.6 µM | 360,000 compounds, 1.2% hits | AID 652154, 2013;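 active = mean replicate inhibition at least 60% with every replicate also reaching 60%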;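 also: luciferase light reporting Pax8 driven TPO promoter activity; plate controls were median of neutral control wells for no effect and mitoxantrone controls for full effect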
DENV2 CPE: inhibitors of DENV2 cytopathic effect, primary screen, cell-based, plate reader, single concentration; DENV2-infected cells, cytopathic effect rescue; CPE inhibition, % at 9.99 µM; 350,000 compounds, 1.7% hits; AID 651640, 2012; in the data active = CPE inhibition above about 20%, passing the limit was not always enough; tested in BHK-21 cells;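 also: 0% = median of neutral control wells and 100% = median of positive control wells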
SIRT5 block: SIRT5 desuccinylase inhibitors, primary screen, biochemical, fluorescence imaging, single point, set 5 | 330,000 compounds, 1.1% hits | NAD-dependent protein deacylase sirtuin-5, mitochondrial (Homo sapiens), Q9NXA8 | Purified SirT5, succinyl-peptide AMC, trypsin-coupled fluorescence | inhibition, % at 15 µM; in the data active = inhibition above about 15%
Target sequence (Q9NXA8 whole entry, looked up): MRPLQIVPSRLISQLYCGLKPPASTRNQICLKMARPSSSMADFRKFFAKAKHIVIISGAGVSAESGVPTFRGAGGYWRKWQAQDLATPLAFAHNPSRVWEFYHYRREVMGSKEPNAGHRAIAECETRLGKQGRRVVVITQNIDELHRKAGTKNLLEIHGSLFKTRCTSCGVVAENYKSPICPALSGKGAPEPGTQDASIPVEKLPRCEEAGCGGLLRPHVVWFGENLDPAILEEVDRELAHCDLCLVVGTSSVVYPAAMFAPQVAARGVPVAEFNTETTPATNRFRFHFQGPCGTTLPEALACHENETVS
CASP6 VEID inh: human caspase-6 inhibitors, primary screen, biochemical, VEID-R110 fluorescence, single point, set 2; P55212; purified caspase-6, Z-VEID-R110 cleavage fluorescence; inhibition, % at 12.5 µM; 350,000 compounds, 0.53% hits; AID 686996, 2013;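 active = mean inhibition across replicates at least about 35%, with every replicate also reaching that limit, limit read from the data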;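 also: 0% = median of neutral control wells and 100% = no fluorescence left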
Target sequence (P55212 24-179 limits assumed): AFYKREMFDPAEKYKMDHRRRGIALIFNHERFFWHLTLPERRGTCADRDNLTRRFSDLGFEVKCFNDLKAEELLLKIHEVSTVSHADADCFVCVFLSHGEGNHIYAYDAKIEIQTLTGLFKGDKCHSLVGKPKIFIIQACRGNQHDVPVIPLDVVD
Target sequence (P55212 194-293 limits assumed): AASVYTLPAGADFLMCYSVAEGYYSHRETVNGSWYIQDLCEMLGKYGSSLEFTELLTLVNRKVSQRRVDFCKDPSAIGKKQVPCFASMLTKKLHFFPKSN
LGR2 inh: inhibitors of bursicon-induced LGR2 CRE-luciferase signal, primary screen, cell-based, HEK293, CRE-luciferase reporter, bursicon stimulation; bursicon-stimulated, 4 h; AID 720647, 2013; inhibition, % at 9.99 µM; Drosophila bursicon receptor LGR2 (rickets); 380,000 compounds, 0.35% hits;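 active = drop in luminescence signal, shown as inhibition above about 50% in the replicate tests, limit read from the data, passing the limit was not always enough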;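 also: agonist challenge used bursicon conditioned medium at about half maximal strength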
ARNT-TACC3 inh: disruptors of ARNT/TACC3 protein interaction, primary screen, biochemical, AlphaScreen, single concentration. 390,000 compounds, 0.66% hits. AlphaScreen His-ARNT PAS-B/GST-TACC3 binding, luminescence; TACC3 fragment carries E629A point mutation. inhibition, % at 9.99 µM;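 active = mean inhibition of replicates at least 50% and at least half of replicates each reaching 50%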;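 also: 0% = complete ARNT plus TACC3 wells and 100% = ARNT alone without TACC3; many hits fall short of the cut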
* = called active by the depositor; . = not tested or not shown.

SMILES	EWS-Fli inh	PAX8 reporter	DENV2 CPE	SIRT5 block	CASP6 VEID inh	LGR2 inh	ARNT-TACC3 inh
CC(CC1CC(C)(C)OC1=O)C(=O)Nc1ccc([N+](=O)[O-])cc1 (stereo not given)	-11	6	-4	-1	-1	-7	-5
NC(c1csc(Nc2ccc(C(=O)NCCCO)cn2)n1)C1CCCCC1 (stereo not given)	12	9	2	.	-5	-4	.
CC(C)NC(=O)N(C)C[C@@H]1Oc2ncc(-c3cccc(C#N)c3)cc2C(=O)N([C@H](C)CO)C[C@H]1C	-7	.	-3	-1	4	-4	-1
O=C(COn1nnc2ccccc21)N1CCN(Cc2ccccc2)CC1	-14	-48	-4	3	0	-10	6
COCC#Cc1ccc2c(c1)O[C@H](CN(C)S(C)(=O)=O)[C@H](C)CN([C@H](C)CO)S2(=O)=O	-8	.	-3	1	0	-23	-19
CCCn1nc(C(=O)NNC(=O)c2cc(S(=O)(=O)NC)ccc2Br)c2ccccc2c1=O	-6	7	-1	-2	9	12	0
CCCCOCCCNC(=O)C[C@H]1C[C@@]2(C(=O)OC)C(=C[C@H](C3CCCC3)O[C@@H]2C)N(Cc2ccccc2)C1=O	0	-13	-2	.	0	.	.
CC(C)C1C(=O)N(Cc2cn(CCC3OCCCO3)nn2)CCS(=O)(=O)N1Cc1ccc(-c2ccc(Cl)nc2)cc1 (stereo not given)	-27	74*	20	-3	2	-17	.
CN1CCc2nc(NC(=O)COc3ccc4ccccc4c3)sc2C1	25	15	1	-1	-1	-18	8
CCCCNC(=O)/C=C/c1ccc(S(=O)(=O)Nc2ccc(OC)cc2)cc1	13	20	6	-3	2	-20	-3
CCOc1cc(/C=N/Nc2cccc(C(=O)O)c2)ccc1OCC(=O)N1CCCCC1	-18	-25	-2	1	3	9	.
O=C(NC1CCCN(c2ccc(C(F)(F)F)cn2)C1)c1ccncc1 (stereo not given)	-6	25	1	-4	4	14	13
CCCCOC(=O)C1C2C=CC3(CN(CCc4ccccc4)C(=O)C13)O2 (stereo not given)	5	-23	-6	.	0	-30	8
O=[N+]([O-])c1ccccc1-c1ccc(C(=S)N2CCCCC2)o1	-116	-64	-4	-1	10	-76	8
O=C(NC1CCCC1)N1CCCCN2[C@@H](CO)[C@H](c3ccc(/C=C/c4ccccc4)cc3)[C@@H]2C1	17	18	-26	-1	4	-14	23
COc1ccc(C(=O)N2CCN(CCNC(=O)C(=O)Nc3ccc(F)cc3)CC2)cc1	-7	4	2	-4	2	-17	0
COc1ccc(C(CC(=O)N2CCCC2)c2c(OC)cc(OC)c3ccc(=O)oc23)cc1 (stereo not given)	-3	-34	-17	.	4	-9	-2
O=C(CCN1CCCCC1)N[C@@H]1CC[C@@H](CCn2cc(-c3ccc(F)cc3)nn2)O[C@H]1CO	-7	-15	7	3	2	25	5
C[C@@H]1CN([C@@H](C)CO)C(=O)c2cc(NC(=O)Nc3ccc(F)cc3)ccc2O[C@@H](C)CCCCO[C@@H]1CN(C)S(=O)(=O)c1ccc(Cl)cc1	-6	15	-4	7	0	-1	16
Cc1cccc(NC(=O)CNC(=O)c2cccc(S(=O)(=O)NCc3cccs3)c2)c1C	6	12	-2	-4	8	18	8

Complete entries, quoted from the list:
`C[C@@H]1CN([C@@H](C)CO)C(=O)c2cc(NC(=O)Nc3ccc(F)cc3)ccc2O[C@@H](C)CCCCO[C@@H]1CN(C)S(=O)(=O)c1ccc(Cl)cc1` reads EWS-Fli inh: -6; PAX8 reporter: 15; DENV2 CPE: -4; SIRT5 block: 7; CASP6 VEID inh: 0; LGR2 inh: -1; ARNT-TACC3 inh: 16
`CCCCNC(=O)/C=C/c1ccc(S(=O)(=O)Nc2ccc(OC)cc2)cc1` reads EWS-Fli inh: 13; PAX8 reporter: 20; DENV2 CPE: 6; SIRT5 block: -3; CASP6 VEID inh: 2; LGR2 inh: -20; ARNT-TACC3 inh: -3
`O=C(NC1CCCN(c2ccc(C(F)(F)F)cn2)C1)c1ccncc1` (stereo not given) reads EWS-Fli inh: -6; PAX8 reporter: 25; DENV2 CPE: 1; SIRT5 block: -4; CASP6 VEID inh: 4; LGR2 inh: 14; ARNT-TACC3 inh: 13

Next section.
SMILES	EWS-Fli inh	PAX8 reporter	DENV2 CPE	SIRT5 block	CASP6 VEID inh	LGR2 inh	ARNT-TACC3 inh
CN(c1nc(-c2ccccc2)cs1)C1CCS(=O)(=O)C1 (stereo not given)	-33	.	-1	-2	-3	-4	-9
CCC(=O)N1C[C@@H](C)[C@H](OC)CN(C)C(=O)c2ccc(NC(=O)NC(C)C)cc2OC[C@H]1C	2	-7	-8	-5	-2	-17	1
CC(C)NC(=O)Nc1ccc2c(c1)C(=O)N([C@H](C)CO)C[C@H](C)[C@H](CN(C)C(=O)Nc1ccccc1)O2	3	-5	-5	-2	-2	17	-3
C[C@@H]1CN([C@H](C)CO)C(=O)c2cc(NC(=O)NC3CCCCC3)ccc2O[C@@H](C)CCCCO[C@H]1CN(C)Cc1ccncc1	26	3	-17	-1	-1	-7	-9
O=C(N/N=C/c1cc([N+](=O)[O-])ccc1Cl)c1cnccn1	57*	12	-3	4	2	-29	31
CCOc1ccc(OCC)c(NC(=O)CSc2nc3cccnc3n2C)c1	19	30	3	-11	-2	9	-4
O=C1c2ccccc2S(=O)(=O)c2cc(N3CCC(C(=O)N4CCCCC4)CC3)ccc21	-41	-15	-2	.	0	-1	.
Cn1ccnc1SCC(=O)Nc1cccc(C#N)c1	-22	-19	87*	-3	0	5	4
CC(C)NC(=O)C1(C)CSCC(=O)N1C1CC1 (stereo not given)	-6	-21	-8	-2	-1	-4	.
O=C1CCCCC1C1(O)C(=O)Nc2ccccc21 (stereo not given)	24	-11	2	-1	1	41	.
Nc1cc(S(=O)(=O)N2CCCCC2)ccc1N1CCOCC1	-14	-7	-4	5	2	-4	3
COc1ccc(CN(Cc2ccccn2)C(=O)CN2C(=O)COc3ccccc32)cc1	8	.	-1	1	0	12	-5
COc1cc(NS(=O)(=O)c2cn(C)cn2)cc(OC)c1	-11	-2	4	-5	4	-1	-10
COc1cc(C(=O)N2CCCCC2c2cc(C(=O)Nc3ccccc3)no2)cc(OC)c1C (stereo not given)	17	9	-9	.	0	8	.
COc1cc(CN2CCCCCC2)cc(OC)c1O	-9	-29	1	-2	-3	5	15
CC1=N/C(=C/c2cccnc2)C(=O)O1	0	13	-5	.	0	3	0
Cc1cc2c(SCC(=O)NC3CCCCC3)ncnc2s1	-8	-24	-6	2	-4	-2	.
O=C(COC(=O)c1ccco1)NNC(=O)c1ccc(Cl)cc1	3	-12	12	-3	11	10	-7
O=C(NCCOc1ccc(Cl)cc1)C1CCCCC1	-3	-4	-3	-2	9	9	-12
O=c1cc(CN2CCN(c3ccc(Cl)c(Cl)c3)CC2)c2ccccc2o1	16	-4	4	0	-2	25	.

Next section (4 carried over from the part before).
SMILES	EWS-Fli inh	PAX8 reporter	DENV2 CPE	SIRT5 block	CASP6 VEID inh	LGR2 inh	ARNT-TACC3 inh
Cc1cc2c(SCC(=O)NC3CCCCC3)ncnc2s1	-8	-24	-6	2	-4	-2	.
O=C(COC(=O)c1ccco1)NNC(=O)c1ccc(Cl)cc1	3	-12	12	-3	11	10	-7
O=C(NCCOc1ccc(Cl)cc1)C1CCCCC1	-3	-4	-3	-2	9	9	-12
O=c1cc(CN2CCN(c3ccc(Cl)c(Cl)c3)CC2)c2ccccc2o1	16	-4	4	0	-2	25	.
CCNc1c(NC(=O)COc2ccc(Cl)cc2)c(=O)oc2ccccc12	.	19	8	8	-3	5	2
CN1C(=O)c2cc(NC(=O)c3ccc(F)c(F)c3)ccc2OC[C@H]2O[C@@H](CC(=O)N3CCCCC3)CC[C@@H]21	2	0	7	-14	4	-14	-2
O=C(c1ccc(Br)cc1)N1CCN(Cc2ccccc2)CC1	7	39	-1	2	0	3	-1
CCOC(=O)Cc1c(C)[nH]n(-c2ccccc2)c1=O	-1	11	0	-9	0	-15	.
O=C(NCCCCNC(=O)c1ccccn1)c1ccccn1	-5	1	3	1	-14	-3	13
CN1C(=O)c2cc(NS(C)(=O)=O)ccc2OC[C@@H]2O[C@H](CC(=O)NC3CCCCC3)CC[C@@H]21	3	-5	-4	1	-2	2	-4
CC(C)C[C@H]1CNC(=S)N1CC1CCCN1C[C@H](Cc1ccccc1)N1C[C@H](Cc2ccccc2)N(CC2CCCCC2)C1=S (stereo not given in full)	10	-14	6	.	4	2	.
CS(=O)(=O)N(Cc1ccco1)Cc1ccccc1Cl	.	.	.	0	3	15	2
Cc1ccc(-n2c(C)cc(C(=O)CSc3nnc4ccccn34)c2C)cc1	3	2	2	7	1	-28	10
Cn1c(=O)n(C)c2cc(C(=O)Nc3ccc(Br)cc3)ccc21	-9	-6	5	-3	-2	-3	-13
CC(C)CC#Cc1cnc2c(c1)C(=O)N([C@@H](C)CO)C[C@H](C)[C@@H](CN(C)C(=O)Nc1cccc(F)c1)O2	6	-3	-7	0	-1	-22	-2
CN(C)C(=O)C[C@@H]1CC[C@@H]2[C@@H](COc3ccc(NC(=O)C4CCCC4)cc3C(=O)N2C)O1	1	.	3	0	1	0	.
O=C(CSc1nnc(C2CC2)n1C1CC1)c1ccc(F)cc1	-47	-46	0	-2	0	-9	-1
Nc1ccc(Cc2ccc(N)c(C(=O)O)c2)cc1C(=O)O	7	.	.	45*	44*	-11	.
COc1ccc([C@H]2C[C@H](n3cc(-c4ccc(F)cc4)nn3)[C@@H](O)CN2Cc2cccs2)cc1	2	11	4	-4	-2	13	.
C[C@@H]1CCCCO[C@@H](CN(C)C)[C@H](C)CN([C@@H](C)CO)C(=O)c2cc(NS(=O)(=O)c3cn(C)cn3)ccc2O1	.	-5	-6	-3	-1	-7	-9

Screening results from PubChem.
